CCHF vOTU inh = CCHFV vOTU protease inhibition; Pep-AMC fluorescence; inhibition, % at 11.5 µM; hit rate 0.55% among 370,000; AID 651958; in the data active = inhibition above about 30%; note: 0% = vehicle wells with enzyme and 100% = no enzyme wells
Numbers without * were called inactive. An excerpt; count on the stated rates, not on these rows.

SMILES	CCHF vOTU inh
COc1cc(C(=O)NC2CCCCN(Cc3cccc(C(F)(F)F)c3)C2=O)cc(OC)c1OC (stereo unspecified)	2
CCC(C)NC(=O)CSc1nnc(-c2cc(OC)c(OC)c(OC)c2)o1 (stereo unspecified)	6
COC(=O)c1ccc(Cn2ccc3ccc(-c4ccc5ccn(C(=O)c6cccc(OC)c6)c5c4)cc32)cc1	0
O=C(CSc1nc2ccccc2s1)N=Nc1c(O)[nH]c2ccccc12	5
CCCC(=O)N1CCC[C@]2(CC[C@H](CCC#N)O2)C1	-3
Cc1cc(-c2n[nH]c(=S)n2N=Cc2cccc(Oc3ccccc3)c2)n[nH]1	5
C=CCCC(=O)N1CCC(C(=O)NC2CCCc3ccccc32)CC1 (stereo unspecified)	-6
CC(=O)NC1CCCCN(Cc2ccc(Cl)cc2)C1=O (stereo unspecified)	11
COc1ccc(N2CCCN(CC(=O)Nc3ccc(Cl)cc3)CC2)cc1	2
CCCCNC(=O)C[C@@H]1C(=O)N(CCc2ccc(Cl)cc2)/C2=C/CCCCC[C@@]21C(=O)OCC	12
O=C(NCc1cccs1)C1CCC(CNS(=O)(=O)c2cccc3cccnc23)CC1 (stereo unspecified)	2
COC(=O)[C@]12C[C@H](CC(=O)NCCc3ccccc3OC)C(=O)N(Cc3ccc(Cl)cc3Cl)C1=C[C@H](C1CCCC1)O[C@@H]2C	12
CCc1ccccc1N=Nc1c(N)[nH]n(-c2ccccc2)c1=O	10
COc1ccc(C(=O)NCCN2C(=O)C3C4C=CC(C4)C3C2=O)cc1OC (stereo unspecified)	2
CN(C)C(=O)C[C@H]1CC[C@H]2[C@H](COc3ccc(NC(=O)C4CC4)cc3C(=O)N2C)O1	-2
CCC(NC(=O)c1ccc2c(c1)c(C)c(C)n2Cc1ccc(-c2ccccc2C#N)cc1)c1ccccc1 (stereo unspecified)	11
COc1cccc(C(=O)Nc2ccc(C(=O)NCC3COc4ccccc4O3)cc2)c1 (stereo unspecified)	2
C[C@H]1CCC/C=C/C(=O)c2c(O)cc(O)cc2CC(=O)O1	0
O=S1(=O)c2ccc(N3CCCC3)cc2Oc2ccccc2CN1Cc1cn(Cc2ccccc2C(F)(F)F)nn1	6
C=CCNC(=O)CSc1nc2c(c(=O)[nH]1)CCCC2	-5
O=C(OCc1cn(Cc2ccccc2C(F)(F)F)nn1)N1CCOCC1	2
O=C(CCc1ccccc1)N[C@H]1[C@@H](OC(=O)c2ccc([N+](=O)[O-])cc2)CCC[C@]12C(=O)N(Cc1ccccc1)c1ccccc12	-1
CCCCCn1nnnc1C1(C)CCCCC(=O)N1Cc1ccco1 (stereo unspecified)	1
CC(Cl)C(=O)N1CCC(C(=O)NCC2COc3ccccc3O2)CC1 (stereo unspecified)	-3
O=C(Nc1cccc([N+](=O)[O-])c1)NC1CCCCN(Cc2ccc(Cl)cc2)C1=O (stereo unspecified)	4
COC(=O)c1cc(S(=O)(=O)N2CCN(C(=O)C3CCCO3)CC2)cn1C (stereo unspecified)	1
COC(=O)[C@]12C[C@H](CC(=O)NCCCN3CCCC3=O)C(=O)N(Cc3ccc(Cl)cc3Cl)C1=C[C@H](C(C)C)O[C@@H]2C1CC1	7
CCCCCn1nnnc1C1(C)CSCC(=O)N1Cc1ccco1 (stereo unspecified)	-6
COC(=O)C/C=C/[C@H](C)[C@@H](NC(=O)C(F)(F)F)c1ccccc1Br	3
CCCCNC(=O)C[C@H]1C[C@@]2(C(=O)OC)C(=C[C@H](C3CCCC3)O[C@@H]2C)N(CCc2ccc(OC)c(OC)c2)C1=O	5
CCOC(=O)c1ccc(NC(=O)CSc2nnc(-c3cc(-c4ccccc4)n[nH]3)n2N)cc1	7
Cc1ccccc1CN1CCCCC(NC(=O)c2ccccc2F)C1=O (stereo unspecified)	-3
COc1ccc(CNCC#Cc2cccnc2)c(OC)c1	0
O[C@H](COc1ccccc1)CN1CCC(C(O)(c2ccccc2)c2ccccc2)CC1	-4
O=C(Nc1nnc(-c2cccnc2)s1)c1cnc2ccccc2c1	2
CCC(C)N(C(=O)CN1C(=O)C2CCCCN2C(=O)c2ccccc21)C(C)CC (stereo unspecified)	1
C=CC(=O)NC1CCCCN(C(C)C)C1=O (stereo unspecified)	-5
COC(=O)[C@]12C[C@H](CC(=O)N3CCN(C(=O)C4CC4)CC3)C(=O)N(CCC3=CCCCC3)C1=C[C@H](C1CCCC1)O[C@@H]2C	8
CC1CC1C(=O)N1CCC(Oc2cccnc2)CC1 (stereo unspecified)	3
N#CC1c2ccccc2-n2nncc2CN1C(=O)c1ccc([N+](=O)[O-])o1 (stereo unspecified)	-2
O=C(CNCc1ccccc1[N+](=O)[O-])N1CCC2(CC1)OCCO2	2
COC(=O)[C@]12C[C@H](CC(=O)NCCc3ccccc3OC)C(=O)N(Cc3cccc4ccccc34)C1=C[C@H](C1CCCC1)O[C@@H]2C	19
COC(=O)[C@]12C[C@H](CC(=O)NCc3cccc(C(F)(F)F)c3)C(=O)N(Cc3ccc4c(c3)OCO4)C1=C[C@H](C(C)C)O[C@@H]2C1CC1	21
CCCC(=O)N1CCC[C@]2(CC[C@H](CCC(=O)OCC)O2)C1	-6
CCOC(=O)CNC(=O)CSc1nnc(-c2ccccc2)n1CC	-8
O=C(CSc1nnc(-c2cccnc2)n1C1CCCCC1)NC1CCCCCC1	7
N[C@H]1CC[C@@H]2SC[C@@H](C(=O)O)N2C1=O	-2
COc1ccc(CN2C3=N[C@H](c4ccccc4)CC(=O)N3/C(=C\c3ccccc3)C2c2ccco2)c(OC)c1 (stereo partly specified)	-2
CC1(c2nnnn2Cc2ccccc2)CCSCC(=O)N1Cc1cccs1 (stereo unspecified)	0
COc1ccc(N2CCN(CCNS(=O)(=O)c3ccc(C(C)(C)C)cc3)CC2)cc1	14
Cc1onc(-c2ccc(Cl)cc2)c1-c1ccn(S(=O)(=O)c2ccccc2)n1	23
CCn1c(COc2ccc(C)cc2)nnc1SCC(=O)Nc1ccc(C(=O)OC)cc1	-3
COc1cccc(-c2cc(C(C)=O)c3n(c2=O)CCC3)c1OC	-3
CN1C(=O)c2cc(NC(=O)Nc3ccccc3)ccc2OC[C@H]2O[C@@H](CC(=O)NCC(F)(F)F)CC[C@@H]21	4
FC(F)(F)Oc1ccc(Cn2ccc3ccc(-c4ccc5ccn(Cc6ccccc6)c5c4)cc32)cc1	21
CC(C)[C@@H](C)/C=C/[C@@H](C)[C@H]1CC[C@@H]2[C@]1(C)CCC1[C@]23C=C[C@]2(C[C@@H](O)CC[C@]12C)N(c1ccc(Br)cn1)O3 (stereo partly specified)	20
COC(=O)[C@]12C[C@H](CC(=O)N3CCSCC3)C(=O)N(Cc3ccco3)C1=C[C@H](COCc1ccccc1)O[C@@H]2C	4
O=C(CSc1nc2ncccc2[nH]1)N1CCOCC1	-9
Cc1cc(-c2n[nH]c(=S)n2N=Cc2c3ccccc3cc3ccccc23)n[nH]1	5
COc1ccc(S[C@]2(C(=O)NCC(C)C)CC(=O)N[C@@H]2c2ccc(OC)cc2)cc1	3

Shown comma-delimited: entries from further up
Structure,CCHF vOTU inh
CCCC(=O)N1CCC[C@]2(CC[C@H](CCC(=O)OCC)O2)C1,-6
CCOC(=O)CNC(=O)CSc1nnc(-c2ccccc2)n1CC,-8
O=C(CSc1nnc(-c2cccnc2)n1C1CCCCC1)NC1CCCCCC1,7
N[C@H]1CC[C@@H]2SC[C@@H](C(=O)O)N2C1=O,-2
COc1ccc(CN2C3=N[C@H](c4ccccc4)CC(=O)N3/C(=C\c3ccccc3)C2c2ccco2)c(OC)c1 (stereo partly specified),-2
CC1(c2nnnn2Cc2ccccc2)CCSCC(=O)N1Cc1cccs1 (stereo unspecified),0
COc1ccc(N2CCN(CCNS(=O)(=O)c3ccc(C(C)(C)C)cc3)CC2)cc1,14
Cc1onc(-c2ccc(Cl)cc2)c1-c1ccn(S(=O)(=O)c2ccccc2)n1,23
CCn1c(COc2ccc(C)cc2)nnc1SCC(=O)Nc1ccc(C(=O)OC)cc1,-3
COc1cccc(-c2cc(C(C)=O)c3n(c2=O)CCC3)c1OC,-3
CN1C(=O)c2cc(NC(=O)Nc3ccccc3)ccc2OC[C@H]2O[C@@H](CC(=O)NCC(F)(F)F)CC[C@@H]21,4
FC(F)(F)Oc1ccc(Cn2ccc3ccc(-c4ccc5ccn(Cc6ccccc6)c5c4)cc32)cc1,21
CC(C)[C@@H](C)/C=C/[C@@H](C)[C@H]1CC[C@@H]2[C@]1(C)CCC1[C@]23C=C[C@]2(C[C@@H](O)CC[C@]12C)N(c1ccc(Br)cn1)O3 (stereo partly specified),20
COC(=O)[C@]12C[C@H](CC(=O)N3CCSCC3)C(=O)N(Cc3ccco3)C1=C[C@H](COCc1ccccc1)O[C@@H]2C,4
O=C(CSc1nc2ncccc2[nH]1)N1CCOCC1,-9
Cc1cc(-c2n[nH]c(=S)n2N=Cc2c3ccccc3cc3ccccc23)n[nH]1,5
COc1ccc(S[C@]2(C(=O)NCC(C)C)CC(=O)N[C@@H]2c2ccc(OC)cc2)cc1,3

Additional results follow:
SMILES	CCHF vOTU inh
O=C(Nc1ccc(Cl)cc1)C1CCCN1S(=O)(=O)c1cccnc1 (stereo unspecified)	0
C=C(C)[C@@H]1CC2=C(OC)C(CC=C(C)C)(CC=C(C)C)C(=O)C(C(=O)c3ccccc3)=C2O1	8
O=C1CSc2ccc(C(=O)N3CCCC(C(=O)N4CCOCC4)C3)cc2N1 (stereo unspecified)	-2
C#CCN1CC(N(C)CCOC(=O)CCCc2ccccc2)CS1(=O)=O (stereo unspecified)	-1
Cc1ccc(-c2cc(-c3nnc(SCC(=O)NC4CCCCC4)n3N)[nH]n2)cc1	-3
O=C(OCc1cn(Cc2cccc(Cl)c2)nn1)N1CCCC1	-3
CCCCc1cccc2[nH]cc(C)c12	7
COc1cccc(/C=C2\CC3(OC(=O)C4CCCCC4)CCCN2C3)c1 (stereo unspecified)	11
CCN(CC)C(=O)CC[C@@H]1CC[C@]2(CCCN(S(=O)(=O)c3ccccc3)C2)O1	8
CCN(CC)C(=O)CSc1nnc(-c2ccccn2)n1C	3
COc1ccc(-c2noc(C3CCCN(C(=O)Nc4cc(C)cc(C)c4)C3)n2)cc1 (stereo unspecified)	0
CCOC(=O)c1cccc(NC(=O)CN(C)S(=O)(=O)c2ccc(Cl)s2)c1	-6
O=C(c1cc(-c2ccc(Cl)cc2)nc2ccccc12)N1CCN(c2ncccn2)CC1	-8
COC(=O)[C@]12C[C@H](CC(=O)N3CCSCC3)C(=O)N(Cc3ccco3)C1=C[C@H](C(C)C)O[C@@H]2C1CC1	3
CCCN(CC1CC1)C(=O)c1ccc(CNC(=O)c2cccc(Br)c2)cc1	14
O=c1c2cc3cccnc3nc2ncn1Cc1cccs1	-13
COC(=O)[C@]12C[C@H](CC(=O)NCC34CC5CC(CC(C5)C3)C4)C(=O)N(Cc3ccc(Cl)cc3Cl)C1=C[C@H](C(C)C)O[C@@H]2C1CC1	27
N#CCC[C@@H]1CC[C@]2(CCCN(C(=O)c3ccco3)C2)O1	5
O=C(CSc1nnc(COc2ccccc2)n1-c1ccc(Cl)cc1)Nc1ccc2c(c1)OCO2	3
COC(=O)[C@]1(CNC(=O)C(C)(C)C)CC(=O)N(C)[C@@H]1c1ccccc1	1
COCC(=O)N1CCC(C(=O)NC2CCCc3ccccc32)CC1 (stereo unspecified)	0
Cc1ccc(CN2CCCCC(NC(=O)c3ccc(-c4ccccc4)cc3)C2=O)cc1 (stereo unspecified)	2
O=C(CCn1nnc2ccccc21)N1CCN(Cc2ccc3c(c2)OCO3)CC1	5
CN(C)C=Nc1ccc(Cn2cnc3nc4ccc(Cl)cc4cc3c2=O)cc1	9
CC(=O)c1ccc([C@H](O)[C@H](C)C(=O)N(C)c2ccccc2)cc1	0
COC(=O)[C@]12C[C@H](CC(=O)N3CCOCC3)C(=O)N(CCC3=CCCCC3)C1=C[C@H](C(C)C)O[C@@H]2C1CC1	7
Cc1c(NC(=O)C2CCCN(S(=O)(=O)c3ccc(C(C)(C)C)cc3)C2)c(=O)n(-c2ccccc2)n1C (stereo unspecified)	-1
CCOC(=O)CC[C@@H]1CC[C@]2(CCCN(Cc3ccc(Cl)cc3)C2)O1	-4
CC(c1ccc(N)cc1)c1cn(C)c2ccccc12 (stereo unspecified)	5
CCOc1ccc(-n2c(SCC(=O)Nc3ccc(S(=O)(=O)Nc4cc(C)nc(C)n4)cc3)nnc2-c2ccc(OC)cc2)cc1	7
COC(=O)C1CCCN(C(=O)C2CCN(S(=O)(=O)c3cccc4cccnc34)CC2)C1 (stereo unspecified)	-6
COc1cccc(NC(=O)Nc2c(-c3ccc(C(F)(F)F)cc3)nc3ncccn23)c1	-7
O=C1N2CCc3ccccc3C2CS(=O)(=O)N1CCc1ccccc1 (stereo unspecified)	0
COC(=O)C1CCCN(C(=O)C2CCN(S(=O)(=O)c3ccc([N+](=O)[O-])cc3)CC2)C1 (stereo unspecified)	3
Cc1nnc(C)n1N=Cc1ccc(O)cc1O	2
COc1ccc(C(=O)CSc2nnc(-c3ccc(C(C)(C)C)cc3)n2C)cc1	9
CCOc1ccc(-n2c(SCC(=O)c3ccccc3Cl)nnc2-c2ccncc2)cc1	11
CC(=O)c1cc(-c2ccc(Cl)c(C(F)(F)F)c2)c(=O)n2c1CCC2	0
O=S1(=O)C=CCN1Cc1cn(Cc2ccccc2)nn1	-6
C=CCN1C(=O)[C@@H](CC(=O)NCCC(C)C)[C@]2(C(=O)OC)CCCCC=C12	1
C=CCOC(=O)N1CCN(C(=O)c2ccc3nc(C)n(C4CCCC4)c3c2)CC1	10
COc1cccc(C(=O)n2ccc3ccc(-c4ccc5ccn(Cc6ccccc6)c5c4)cc32)c1	2
COc1ccc(OC)c(CN2C(=O)COc3ccccc3C2c2nnnn2C2CCCC2)c1 (stereo unspecified)	-5
COC(=O)[C@]12C[C@H](CC(=O)NCCCN3CCCC3=O)C(=O)N(CCc3ccc(OC)c(OC)c3)C1=C[C@H](COCc1ccccc1)O[C@@H]2C	-2
COC(=O)[C@]12C[C@H](CC(=O)N3CCN(C(=O)c4ccco4)CC3)C(=O)N(CCC3=CCCCC3)C1=C[C@H](C1CCCC1)O[C@@H]2C	5
COC(=O)[C@H](CC(C)C)N(CCc1cn(Cc2ccccc2)nn1)S(=O)(=O)c1ccccc1Br	7
CC1CCC2(CCC(=O)N2CCCOC(=O)c2ccccc2)CC1 (stereo unspecified)	25
Cc1ccc2c(c1)-c1c(cnn1CC(=O)NCCc1cccc(F)c1)CO2	-1
CN(CCc1ccccc1)C(=O)c1ccc2c(c1)ncn2C1CCCCC1	-7
